NF-kB expr up: compounds increasing NF-kB expression in human neuronal cells. NF-kB reporter expression; hits give high values. fold change at 12.5 µM. hit rate 1.6% among 190,000; in the data active means fold change above about 3.3
TLR4-MyD88 BLA: blocks binding of human TLR4 to MyD88; O00206+Q99836; HeLa CL3-4 TLR4/MyD88 BLA complementation, FRET ratio; inhibition, % at 8.4 µM; hit rate 0.18% among 200,000; AID 861; in the data active means inhibition above about 25%;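 further: 0% = vehicle and 100% = reference inhibitor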
Diaphorase act: counter-screen for diaphorase-based assays: diaphorase activators and chemical reducers; Diaphorase/resazurin coupled assay, resorufin fluorescence, 16 min; hits give high values; 1 = vehicle wells, 0 = NADH-free wells; activation factor at 20 µM; hit rate 0.005% among 190,000; AID 1229;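 active means diaphorase activity raised at least twofold by the compound at 20 µM; inactive means activation factor below 2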
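System – purified diaphorase enzyme from Clostridium kluyveri · Input – enzyme 0.07 U/mL final · Also added – final NADH 0.114 mM, resazurin 0.1 mM · Measured by – fluorescence of resorufin, 544 nm excitation, 590 nm emission · Timing – 16 min enzyme reaction, ambient temperature · Measure – resorufin increase flagging diaphorase activators or reducers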
Diaph inh CS: counter-screen for diaphorase-based assays: diaphorase inhibitors and chemical oxidizers; diaphorase resazurin-to-resorufin fluorescence, NADH, 16 min; bacterial (C. kluyveri) enzyme, not human; inhibition, % at 20 µM; hit rate 0.69% among 190,000; AID 1217;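 active means primary screen inhibition at 20 µM above a set limit, cut at about 50% in these data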;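 further: plate controls were DMSO with full reaction for no effect and wells lacking NADH for full effect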
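material = Clostridium kluyveri diaphorase enzyme | amount = 0.14 U/mL diaphorase, enzyme working solution | schedule = incubation 16 min, room temperature | detection = fluorescence of resorufin formed from resazurin, Ex 544/Em 590 nm | benchmarks = positive control minus NADH, DMSO neutral control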
FLuc inh counter: Photinus pyralis luciferase inhibition counter-screen. P08659. ATPLite firefly luciferase biochemical luminescence, 10 min. inhibition, % at 10 µM. hit rate 1.5% among 200,000. AID 1006;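 active means inhibition above about 50% when tested at 10 µM, limit read from the data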
Target sequence (P08659 whole entry, looked up): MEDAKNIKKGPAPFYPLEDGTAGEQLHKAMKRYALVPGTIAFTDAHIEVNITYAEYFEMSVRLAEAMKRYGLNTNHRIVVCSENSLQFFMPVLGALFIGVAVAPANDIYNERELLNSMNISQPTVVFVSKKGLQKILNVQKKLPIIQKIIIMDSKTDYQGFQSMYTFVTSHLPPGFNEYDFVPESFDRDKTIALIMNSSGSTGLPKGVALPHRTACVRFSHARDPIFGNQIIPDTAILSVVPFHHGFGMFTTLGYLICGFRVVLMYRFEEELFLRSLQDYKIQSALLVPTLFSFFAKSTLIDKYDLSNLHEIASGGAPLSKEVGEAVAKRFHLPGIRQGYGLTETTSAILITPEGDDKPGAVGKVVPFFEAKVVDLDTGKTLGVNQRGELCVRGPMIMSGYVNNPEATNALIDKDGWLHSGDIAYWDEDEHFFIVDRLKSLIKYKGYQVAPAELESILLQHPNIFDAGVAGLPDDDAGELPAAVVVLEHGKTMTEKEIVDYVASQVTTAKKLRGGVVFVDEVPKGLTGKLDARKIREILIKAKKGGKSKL
STAT1 act: STAT1 signaling activation; AID 932; activation (% of control), % at 5.5 µM; hit rate 2.6% among 200,000; NIH 3T3 STAT1-luciferase reporter, IFN-gamma, luminescence; 100% = IFN-gamma alone, no compound;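 active means activation above the screen-wide mean activation plus 3 SD, cut at about 130% in these data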;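 further: raw ratio to IFN-gamma control signal so 100% means no change and 0% no light; values of inactives mirror those of a sister screen read the other way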
FLuc act counter: firefly luciferase counter-screen for stimulation assays; activation factor at 10 µM; 200,000 tested, under 10 active; AID 1027; P08659; ATPlite luciferase biochemical, luminescence, 10 min; 0 = ATP-free wells, 1 = DMSO control;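 active means luciferase activation factor, scaled between plate controls, of at least 2 with compound at 10 µM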
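Assay system: Luciferase/luciferin detection reagent, cell-free biochemical luciferase assay / Read-out: luciferase activation / Benchmarks: No-ATP low control, compound-free enzyme-plus-ATP high control / Medium: PBS buffer for ATP / Detection: luminescence measurement of luciferase light output / Schedule: 10 min at ambient temperature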
APP 5UTR inh: APP translation inhibition. SH-SY5Y APP 5'UTR-luciferase reporter, luminescence. inhibition, % at 2 µM. hit rate 0.82% among 190,000;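 active means inhibition above a set limit, derived from the sample mean plus 3 SD, cut at about 45% in these data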; further: values of inactives mirror those of a sister screen read the other way
G6PDH counter: L. mesenteroides G6PDH inhibition counter-screen | Purified L. mesenteroides G6PDH, diaphorase/resazurin coupled fluorescence, 45 min | AID 1020 | hit rate 0.12% among 200,000 | inhibition, % at 5 µM; in the data active means inhibition above about 50%
APP 5'UTR act: activates APP 5'UTR luciferase reporter; SH-SY5Y APP 5'UTR luciferase reporter, luminescence; zero percent = DMSO vehicle wells; AID 1276; hit rate 1% among 190,000; activation, % at 2 µM;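 active means activation above a set limit, based on mean plus 3 SD of controls, cut at about 140% in these data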; further: values of inactives mirror those of a sister screen read the other way
Starred values were filed as active, the others as inactive; . = not tested or not shown.

canonical_smiles,NF-kB expr up,TLR4-MyD88 BLA,Diaphorase act,Diaph inh CS,FLuc inh counter,STAT1 act,FLuc act counter,APP 5UTR inh,G6PDH counter,APP 5'UTR act
COc1ccc(NC(=O)C2CCCN(S(=O)(=O)c3cccc4nonc34)C2)cc1 (centres undefined),1.1,1,0.9,6,-4,101,1,3,17,-3
CCOC(=O)C1=C(C)N=C2SC=C(C)N2C1c1ccc(OC)cc1 (centres undefined),0.81,-3,1,0,-5,106,1.1,5,4,-5
CCOc1ccccc1N1CCN(C(=S)Nc2ccc(S(N)(=O)=O)cc2)CC1,1.2,6,0.9,11,-5,93,1.1,-12,1,12
CC(C)=CCN1CCN(Cc2ccc(C#CC(C)(C)O)cc2)CC1CCO (centres undefined),1.2,-2,0.9,11,-6,96,1.1,-11,23,11
N#Cc1nc(-c2ccccc2Cl)oc1N1CCCCC1,2.1,-1,0.8,22,-3,114,1,-30,4,30
COc1ccc(SCCc2ccncc2)cc1,1.5,5,1,1,1,94,1,4,3,-4
CCC(Sc1nc(C)cc(C)n1)C(=O)NC1=NN=C(c2ccc(C)cc2)CS1 (centres undefined),1.2,5,0.7,26,-5,105,1,4,4,-4
CS(=O)(=O)N(CC(=O)N1CCN(c2cccc(Cl)c2)CC1)c1cccc(F)c1,0.86,-6,0.7,28,-8,94,1.1,-3,12,3
COc1cc(N(C(=O)Cc2cccs2)C(C(=O)NC2CCCCC2)c2cccc(OC)c2OC)ccc1-n1cnnn1 (centres undefined),0.8,-2,0.8,18,-8,92,1.1,9,5,-9
CCOC(=O)c1c(C)[nH]c2cc(Br)c(O)cc12,3.4*,5,0.7,28,2,103,1,55*,4,-44
COc1ccccc1CNC(=O)C(NC(=O)c1ccccc1)C(C)C (centres undefined),1.1,-7,0.9,9,-6,82,1.1,1,4,-1
COCCCNC(=O)c1cc(C(=O)Cc2ccccc2)c[nH]1,1.2,-4,1,-3,-1,96,1,-19,6,19

A different layout for some results above:
CC(C)=CCN1CCN(Cc2ccc(C#CC(C)(C)O)cc2)CC1CCO (centres undefined)
- NF-kB expr up = 1.2
- TLR4-MyD88 BLA = -2
- Diaphorase act = 0.9
- Diaph inh CS = 11
- FLuc inh counter = -6
- STAT1 act = 96
- FLuc act counter = 1.1
- APP 5UTR inh = -11
- G6PDH counter = 23
- APP 5'UTR act = 11

COc1cc(N(C(=O)Cc2cccs2)C(C(=O)NC2CCCCC2)c2cccc(OC)c2OC)ccc1-n1cnnn1 (centres undefined)
- NF-kB expr up = 0.8
- TLR4-MyD88 BLA = -2
- Diaphorase act = 0.8
- Diaph inh CS = 18
- FLuc inh counter = -8
- STAT1 act = 92
- FLuc act counter = 1.1
- APP 5UTR inh = 9
- G6PDH counter = 5
- APP 5'UTR act = -9

CCOC(=O)c1c(C)[nH]c2cc(Br)c(O)cc12
- NF-kB expr up = 3.4*
- TLR4-MyD88 BLA = 5
- Diaphorase act = 0.7
- Diaph inh CS = 28
- FLuc inh counter = 2
- STAT1 act = 103
- FLuc act counter = 1
- APP 5UTR inh = 55*
- G6PDH counter = 4
- APP 5'UTR act = -44

CCOc1ccccc1N1CCN(C(=S)Nc2ccc(S(N)(=O)=O)cc2)CC1
- NF-kB expr up = 1.2
- TLR4-MyD88 BLA = 6
- Diaphorase act = 0.9
- Diaph inh CS = 11
- FLuc inh counter = -5
- STAT1 act = 93
- FLuc act counter = 1.1
- APP 5UTR inh = -12
- G6PDH counter = 1
- APP 5'UTR act = 12

Next part:
canonical_smiles,NF-kB expr up,TLR4-MyD88 BLA,Diaphorase act,Diaph inh CS,FLuc inh counter,STAT1 act,FLuc act counter,APP 5UTR inh,G6PDH counter,APP 5'UTR act
CC(=O)N1CCc2cc(S(=O)(=O)NCCC(=O)Nc3cccc(C)c3C)ccc21,0.85,1,1,2,0,91,1,11,4,-11
C[N+]1(CCCOC(=O)C2(c3ccccc3)CCCC2)CCOCC1,0.95,1,0.8,21,-3,102,1,-5,0,5
O=C(Nc1ccccc1Cl)c1cccc(NC(=O)C2C3CC4OC(=O)C2C4C3)c1 (centres undefined),0.71,1,0.9,9,0,97,1,4,4,-5
Cc1cccnc1NC(=S)NC(=O)/C=C/c1ccccc1,2,11,1,2,19,105,0.8,-23,6,23
Cc1ccc(N(CC(=O)NCc2ccc(F)cc2)C(=O)c2csnn2)c(C)c1,1.1,-12,1,1,-6,93,1.1,1,6,-1
O=C(Nc1ccccc1)Nc1nncs1,1.2,-3,0.9,14,0,99,1,1,4,-1
Cn1cccc1CC(=O)N/N=C/C=C/c1ccccc1,1.5,3,0.8,19,2,122,1,-7,0,7
C=CCn1c(COc2cccc(C)c2)nnc1SCC(=O)c1c[nH]c2c(CC)cccc12,0.9,7,0.9,10,-4,105,1,3,-1,-3
CC(C)(C)OC(=O)Cn1c(=O)cnc2ccccc21,1.1,11,1,4,-8,101,1.1,14,5,-14
COC(=O)Cn1cnc(=O)c(C#N)c1/C=C/N(C)C,0.95,4,0.7,26,-7,100,1.1,-14,11,14
O=C(Nc1ccccc1)N1N=C(c2ccc(F)cc2)CC1c1ccc(F)cc1 (centres undefined),1.7,11,0.7,32,-9,102,1.1,-10,-1,10
CC1=NN(c2ccccc2)C(=O)/C1=C/c1c(O)n(-c2ccc(F)c(Cl)c2)[nH]c1=O,1.8,4,0.7,35,31,142*,0.7,-15,-14,15

Record cards, as listed above. Screens in order: NF-kB expr up	TLR4-MyD88 BLA	Diaphorase act	Diaph inh CS	FLuc inh counter	STAT1 act	FLuc act counter	APP 5UTR inh	G6PDH counter	APP 5'UTR act
`C[N+]1(CCCOC(=O)C2(c3ccccc3)CCCC2)CCOCC1` is listed with 0.95	1	0.8	21	-3	102	1	-5	0	5
`O=C(Nc1ccccc1)Nc1nncs1` is listed with 1.2	-3	0.9	14	0	99	1	1	4	-1

More entries follow:
canonical_smiles,NF-kB expr up,TLR4-MyD88 BLA,Diaphorase act,Diaph inh CS,FLuc inh counter,STAT1 act,FLuc act counter,APP 5UTR inh,G6PDH counter,APP 5'UTR act
Cc1nn(C(C)(C)C)c(OC(=O)C2CCCC2)c1S(=O)(=O)c1ccccc1,0.95,3,0.9,14,-7,96,1.1,6,-1,-6
Cc1ccc(NC(=O)CS(=O)CC(=O)NCC2CCCO2)cc1 (centres undefined),1.1,-11,0.8,15,-5,104,1,-5,-4,5
c1ccc(CSc2nnc(-c3ccncc3)o2)cc1,1.1,1,0.9,9,-1,120,1,-1,1,1
CCSc1nnc(NC(=O)CSc2nccn2-c2cc(C)cc(C)c2)s1,1.1,16,0.8,17,-3,100,1,4,4,-4
Cc1cc(C)c2cc(CN(CC3CCCO3)C(=O)NC3CCCCC3)c(=O)[nH]c2c1 (centres undefined),.,-2,.,.,.,96,.,-16,.,16
CC(C)C(=O)Nc1ccc(O)c(-c2csc(N)n2)c1,1.1,7,.,.,9,103,0.9,-22,25,22
COc1ccc(NC(=O)Cn2cnc3c(nnn3-c3ccc(C)cc3)c2=O)cc1,0.96,-10,1.2,-21,-1,108,1,-16,1,16
Cc1oc(-c2cccc(Cl)c2)nc1CN(C)C1CCOC1 (centres undefined),1.2,-4,.,.,1,100,1,-34,1,34
C#Cc1ccc([C@@H]2C=C(C(=O)N3CCN(Cc4ccccc4)CC3)O[C@H](OCCCCO)C2)cc1,0.59,-5,0.8,22,-3,94,1,-18,6,18
COC(=O)c1cccc(NC(=O)NC2CCCN2S(=O)(=O)c2ccc(Cl)cc2)c1 (centres undefined),1.3,3,0.9,8,0,113,1,-9,4,9
O=C(Nc1nc2ccccc2s1)C1CC(=O)N(c2ccccc2)C1 (centres undefined),1,-5,1,-1,1,98,1,13,3,-13
Cc1ccc(S(=O)(=O)Nc2nc3ccccc3nc2N2CCc3ccccc3C2)cc1,1.5,9,0.8,19,0,101,1,-19,-5,19
O=C(O)c1cc2ncc(-c3[nH]ncc3[N+](=O)[O-])cn2n1,1.1,-8,0.8,19,-1,112,1,-11,4,11
CCOC(=O)C1(CC2CCCCO2)CCN(S(=O)(=O)c2ccsc2)CC1 (centres undefined),1.2,0,0.9,9,-9,105,1.1,-5,19,5
Cc1ccc(C)c(NC(=O)CSc2nnc(C)c(=O)n2N)c1,1.2,3,0.9,9,-7,89,1.1,3,7,-3
COc1ccccc1-n1ccnc1SCC(=O)NC(C)(C)C,1.1,-12,1,4,-7,103,1.1,3,7,-3
CCOC(=O)c1cccc(NC(=O)Cn2cc3c(n2)CCC(C)C3)c1 (centres undefined),0.99,-21,0.9,8,-3,100,1,1,-13,-1
CC(=O)N1CCc2ccc(S(=O)(=O)N3CCN(C)CC3)cc21,1,-4,0.9,8,-1,104,1,11,-5,-11
N#Cc1nc(COc2ccccc2F)oc1NCCCn1ccnc1,1.1,-5,1,-1,-2,102,1,-3,6,3
C#CCNC(=O)C1=C[C@@H](c2coc3ccccc3c2=O)C[C@@H](OCc2ccc(CO)cc2)O1,0.9,14,0.9,5,0,98,1,-11,6,11
Cn1cc(CC(=O)NCCCN2CCOCC2)c2ccccc21,1.3,0,0.9,5,-7,91,1.1,4,6,-4
COc1cccc(CN2CCN(Cc3cc(OC)c(OC)cc3[N+](=O)[O-])CC2)c1,0.87,5,0.5,50*,-4,99,1,-12,15,12
O=C(O)c1ccc(N/N=C/c2ccc(F)c(F)c2)cc1,5.3*,-1,0.9,9,9,162*,0.9,-159,-15,159*
c1coc(CN2CN=C(Nc3nc4ccccc4s3)NC2)c1,1.4,7,0.8,21,-5,106,1.1,-7,-12,7
CCN(CC)CCn1c(NCc2ccco2)nc2ccccc21,1.2,9,1,2,0,103,1,-6,5,6
Cc1ccc(CNC(=O)C(Cc2ccccc2)NS(=O)(=O)c2ccc(Br)s2)cc1 (centres undefined),0.84,-17,0.8,21,-6,107,1.1,0,-3,0
Cc1cc(C)[n+](-c2ccc(C(C)C)cc2)c2[nH]c(=O)[nH]c(=O)c12,1.4,-4,0.9,13,-9,103,1.1,-17,3,17
CCN(CC)S(=O)(=O)c1ccc(OC)c(NC(=O)c2cccc([N+](=O)[O-])c2C)c1,.,-4,.,.,.,100,.,-6,.,6
CCC(C)NC(=O)CC(c1ccccc1)c1cc(C)ccc1O (centres undefined),1.1,-7,1,2,0,95,1,-27,-5,27
COC(=O)C1C(=O)NCC1c1ccccc1 (centres undefined),1.1,-13,0.9,6,-8,97,1.1,-1,0,1
O=C1CC2(CCCCC2)Oc2ccc(O)cc21,1.3,-6,0.9,10,-9,99,1.1,0,0,0
CC1CCCC(C)N1C(=O)Cn1cnc2cc([N+](=O)[O-])ccc2c1=O (centres undefined),0.91,-1,0.8,15,-5,104,1.1,-22,7,22
